High-throughput results: PubChem BioAssay, National Center for Advancing Translational Sciences (NCATS)
Sm TGR inh = inhibitors of Schistosoma mansoni thioredoxin glutathione reductase; Q962Y6; purified TGR, DTNB reduction, TNB absorbance 405 nm; Potency, µM (titrated, usually from 114 µM), for inactives: at the highest dose activity change, negative = inhibition, hits mostly inhibitors; actives 3% (n = 360,000); AID 485364; note: potency is the fitted concentration of half-maximal effect; nearly all actives have a fitted effect of over 60% in size
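Kinetic colorimetric format: TGR-catalysed, NADPH-driven DTNB reduction monitored via TNB absorbance. Enzyme dispensed at 20 nM; compound exposure 15 min at room temperature before reaction start.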
AMA1-RON2 inh = disrupts binding of P. falciparum AMA1 to RON2 | actives 0.2% (n = 360,000) | AlphaScreen AMA1-biotinylated RON2 peptide binding | Potency, µM (series often up to 58.2 µM), for the others: at the top dose activity change, negative = inhibition, most hits filed as inhibitors | AID 720542;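 note: potency is the fitted concentration of half-maximal effect; 0% = vehicle wells and -100% = peptide control; nearly all actives have a fitted effect of over 45% in size; some results filed as inactive show a strong effect at the top dose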
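AMA1 (3D7) with his tag at 25 nM final met compounds first, then biotinylated RON2 peptide at 25 nM; detection used donor plus acceptor beads, 10 µg/mL apiece, read by AlphaScreen after 30 min at room temperature.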
HCMV inh = human cytomegalovirus inhibition; AID 1259415; actives 4.5% (n = 410,000); HFF cells, HCMV-luciferase reporter, 72 h; stronger effect = lower value; activity change, negative = inhibition, % at 57.5 µM; in the data active = activity change below about -60%; inconclusive = no clear call, values can overlap the other calls; inactive = above about -39%
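Screen run at 2 compound doses on HFFs infected with reporter HCMV, MOI 1 PFU/cell. Luciferase activity from cell lysates at 72 h post infection gave inhibition relative to buffer-only and Salinomycin wells.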
Giardia FBPA inh = inhibitors of Giardia lamblia fructose-1,6-bisphosphate aldolase. A8B2U2. purified Giardia FBPA. Potency, µM (highest dose often 59.6 µM), inactives show top-dose activity, negative = inhibition, actives largely listed as inhibitors. actives 0.71% (n = 290,000). AID 2451; note: potency is the fitted concentration of half-maximal effect; nearly all actives have a fitted effect of over 55% in size
Target sequence (A8B2U2 whole entry, looked up): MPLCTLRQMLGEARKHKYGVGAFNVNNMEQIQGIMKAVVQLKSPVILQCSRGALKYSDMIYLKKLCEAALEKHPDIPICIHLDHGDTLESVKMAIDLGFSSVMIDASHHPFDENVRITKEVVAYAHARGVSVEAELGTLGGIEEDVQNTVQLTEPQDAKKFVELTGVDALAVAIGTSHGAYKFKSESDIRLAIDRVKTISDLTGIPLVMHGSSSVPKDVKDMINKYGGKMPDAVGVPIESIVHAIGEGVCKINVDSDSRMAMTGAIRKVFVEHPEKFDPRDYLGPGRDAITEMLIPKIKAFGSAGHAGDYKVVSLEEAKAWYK
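40 nM FBPA preincubated 10 min at RT with compound (up to 57.5 uM final), then substrate plus GAPDH/TPI/NAD/arsenate coupling and diaphorase/resazurin added. Fluorescence read after 20 min at RT, 525/598 nm.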
HCV inh = blocks hepatitis C virus; Huh7.5.1 HCVcc-Cre infection, luciferase reporter, 44 h; Potency, µM (series often up to 41.8 µM), for the others: top-dose activity change, negative = inhibition, hits mostly inhibitors; actives 3.4% (n = 340,000); AID 651820; note: potency is the fitted concentration of half-maximal effect
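Cells seeded at 1,000/well and cultured 4 h, then compounds added followed by HCVcc-Cre virus (~0.5 moi). After 44 h further culture, luciferase substrate was added, plates held 15 min at room temperature, and luminescence read for 15 sec.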
AmpC inh detg = inhibitors of E. coli AmpC beta-lactamase with detergent; P00811; AmpC hydrolysis of nitrocefin, absorbance 480 nm, 0.01% Triton; Potency, µM (highest dose often 114 µM), inactives show at the top dose activity change, negative = inhibition, actives largely listed as inhibitors; actives 0.041% (n = 370,000); AID 485294;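 note: potency is the fitted concentration of half-maximal effect; 0% = no-compound wells and -100% = no-enzyme wells; nearly all actives have a fitted effect of over 25% in size; some results filed as inactive show a strong effect at the top dose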
Target sequence (P00811 whole entry, looked up): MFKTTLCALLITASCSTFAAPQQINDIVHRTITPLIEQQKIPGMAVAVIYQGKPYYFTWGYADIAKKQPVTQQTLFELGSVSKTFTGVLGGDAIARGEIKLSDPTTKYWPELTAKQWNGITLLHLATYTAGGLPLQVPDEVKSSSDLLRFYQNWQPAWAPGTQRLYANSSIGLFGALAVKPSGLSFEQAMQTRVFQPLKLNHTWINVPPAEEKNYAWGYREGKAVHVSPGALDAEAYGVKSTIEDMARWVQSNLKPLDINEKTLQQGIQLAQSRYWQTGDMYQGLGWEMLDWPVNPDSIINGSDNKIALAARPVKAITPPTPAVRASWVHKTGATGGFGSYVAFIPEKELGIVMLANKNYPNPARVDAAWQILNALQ
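20 mM phosphate pH 7.0 + 0.01% (detergent screen) or 0.0001% Triton X-100; 5.3 nM AmpC reagent; cpd preinc 15 min RT; nitrocefin (800 uM stock) to start; A480 q20 s × 4 min; Activity was normalised to no-enzyme and no-compound control wells.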
Numbers without * were called inactive; & = joins results of further samples; [ ] = remark or other dose. Unless noted, calls come from the whole dose curve; as a rule, active = well fitted curve in the direction sought with a large enough effect; inconclusive = small, poorly fitted or top-dose-only effect, or another doubt; inactive = no such curve, though single readings can be large; an effect the other way counts as inactive or inconclusive. Unless noted, % is set by controls: 0 for no effect and ±100 for the full control effect.

Screening O=C(Nc1ccc2c(c1)OCCO2)c1ccc(Cl)c([N+](=O)[O-])c1 returned Sm TGR inh -3%, AMA1-RON2 inh 1%[2.32 µM], HCMV inh 21, Giardia FBPA inh -12%, HCV inh inconclusive and AmpC inh detg 2%.
For O=C(CCCN1C(=O)c2ccccc2C1=O)NCc1ccc(F)cc1 the results were Sm TGR inh 2%, AMA1-RON2 inh -4%, HCMV inh -32, Giardia FBPA inh 15%, HCV inh 2% and AmpC inh detg 0%.
Screening C=CCOc1ccccc1CN1CCC(Oc2ccc(C(=O)N3CCCC3)cc2)CC1 returned Sm TGR inh -15%, AMA1-RON2 inh -11%, HCMV inh inconclusive, Giardia FBPA inh 8%, HCV inh -18% and AmpC inh detg -2%.
CCc1ccc(NC(=O)C2CC=CCC2C(=O)O)cc1 (stereo unspecified) was read as Sm TGR inh 0%, AMA1-RON2 inh 1%, HCMV inh -11, Giardia FBPA inh 11%, HCV inh 0% and AmpC inh detg inconclusive.
For O=C1C(Nc2cccc(O)c2)=C(N2CCCCC2)C(=O)c2ccccc21 the results were Sm TGR inh 10µM*, AMA1-RON2 inh inconclusive, HCMV inh -28, Giardia FBPA inh inconclusive, HCV inh 2% and AmpC inh detg inconclusive.
CCOCCCN(C(=O)c1snc(C(N)=O)c1N)C(C(=O)NCCC(C)C)c1ccc(F)cc1 (stereo unspecified) was read as Sm TGR inh -19%, AMA1-RON2 inh 0%, HCMV inh -10, Giardia FBPA inh -2%, HCV inh -19% and AmpC inh detg -14%.
`Cc1ccc(F)cc1NC(=O)N1c2ccccc2NC(=O)CC1C` (stereo unspecified) gave Sm TGR inh 5%, AMA1-RON2 inh 3%, HCMV inh 19, Giardia FBPA inh 1%, HCV inh -8% and AmpC inh detg -1%.
`COc1cc(-c2nc3cnccn3c2Nc2ccc(C)cc2)ccc1O` gave Sm TGR inh 25%, AMA1-RON2 inh -2%, HCMV inh 84, Giardia FBPA inh -5%, HCV inh inconclusive and AmpC inh detg -8%.
`CCn1c2ccccc2c2cc(NC(=O)COc3cc(C)ccc3C)ccc21` gave Sm TGR inh 1%, HCMV inh 21 and AmpC inh detg 13%.
CCc1nc2sccc2c(=O)[nH]1 was read as Sm TGR inh 10%, AMA1-RON2 inh 0%, HCMV inh -13, Giardia FBPA inh -2%, HCV inh 1% and AmpC inh detg -4%.
`COc1ccccc1C(=O)Nc1ccnn1C1CCN(Cc2ncc[nH]2)CC1` gave Sm TGR inh -5%, AMA1-RON2 inh 10%, HCMV inh 27, Giardia FBPA inh 3%, HCV inh 14% and AmpC inh detg -1%.
For Cc1nn(C(C)c2n[nH]c(=S)n2-c2ccc(F)cc2)c(C)c1[N+](=O)[O-] (stereo unspecified) the results were Sm TGR inh -20%, AMA1-RON2 inh 22%, HCMV inh -22, Giardia FBPA inh 4%, HCV inh 30%[activator] and AmpC inh detg 0%.
`COC(=O)COc1ccc2oc(-c3ccc(OC)cc3)cc(=O)c2c1` gave Sm TGR inh 6%, HCMV inh -11 and AmpC inh detg 3%.
Screening CCn1c(SCC(=O)N2CCCCC2)nc2c(c1=O)SC(C)C2 (stereo unspecified) returned Sm TGR inh 5%, AMA1-RON2 inh 2%, HCMV inh 21, Giardia FBPA inh 6%, HCV inh 2% and AmpC inh detg -1%.
Screening CCC1C(c2ccccc2)=CCC(C(=O)O)C1C (stereo unspecified) returned AMA1-RON2 inh 0%, HCMV inh 0 and HCV inh 16%.
`N#Cc1ccc(C(=O)CSc2nnc(-c3ccc(C(F)(F)F)cn3)s2)cc1` gave Sm TGR inh 1%, AMA1-RON2 inh 4%, HCMV inh 43, Giardia FBPA inh 3%, HCV inh 1% and AmpC inh detg 1%.
Screening COC(=O)C(C)Sc1n[nH]c(=S)s1 (stereo unspecified) returned Sm TGR inh -2%, AMA1-RON2 inh -1%, HCMV inh -22, Giardia FBPA inh inconclusive, HCV inh -5% and AmpC inh detg -14%.
`COc1cc(OC)c2c(-c3cccc(-c4ccc(F)c(Cl)c4)c3)cc(=O)oc2c1` gave AMA1-RON2 inh -2%, HCMV inh -6 and HCV inh inconclusive.
`COC(=O)C1CC(=O)N(c2ccc(OCc3ccccc3Cl)cc2)C1` (stereo unspecified) gave Sm TGR inh 6%, AMA1-RON2 inh -8%, HCMV inh -9, Giardia FBPA inh 5%, HCV inh 8% and AmpC inh detg inconclusive.
Screening CC(/C=C/c1ccccc1)=N\Nc1nc(-c2ccccc2)cs1 returned Sm TGR inh 2%, AMA1-RON2 inh 2%, HCMV inh 8, Giardia FBPA inh -24%, HCV inh inconclusive and AmpC inh detg 4%.

Continued, starting with the last 3 of the part before.
`COc1cc(OC)c2c(-c3cccc(-c4ccc(F)c(Cl)c4)c3)cc(=O)oc2c1` gave AMA1-RON2 inh -2%, HCMV inh -6 and HCV inh inconclusive.
`COC(=O)C1CC(=O)N(c2ccc(OCc3ccccc3Cl)cc2)C1` (stereo unspecified) gave Sm TGR inh 6%, AMA1-RON2 inh -8%, HCMV inh -9, Giardia FBPA inh 5%, HCV inh 8% and AmpC inh detg inconclusive.
Screening CC(/C=C/c1ccccc1)=N\Nc1nc(-c2ccccc2)cs1 returned Sm TGR inh 2%, AMA1-RON2 inh 2%, HCMV inh 8, Giardia FBPA inh -24%, HCV inh inconclusive and AmpC inh detg 4%.
COc1cccc(/C=C2\N=C(c3cncc(Br)c3)OC2=O)c1 was read as Sm TGR inh -8%, AMA1-RON2 inh 6%, HCMV inh 5, Giardia FBPA inh 11%, HCV inh 23% and AmpC inh detg -15%.
`CC(N=C(NC#N)Nc1ccncc1)C(C)(C)C` (stereo unspecified) gave Sm TGR inh -6%, AMA1-RON2 inh 3%&4%, HCMV inh 33&-1, Giardia FBPA inh -2%&7%&-6%, HCV inh 33%[activator] and AmpC inh detg inconclusive.
For CCOC(=O)N1CCN(S(=O)(=O)N2CCCC(C(=O)NCCCN3CCCCC3CC)C2)CC1 (stereo unspecified) the results were Sm TGR inh -1%, AMA1-RON2 inh 9%, HCMV inh 0, HCV inh 16% and AmpC inh detg 2%.
For CCn1c(CNC(=O)COc2ccc(C(C)C)cc2)nnc1SCC(=O)Nc1ccc(F)cc1 the results were Sm TGR inh 2%, AMA1-RON2 inh 3%, HCMV inh -16, Giardia FBPA inh 6%, HCV inh inconclusive and AmpC inh detg 0%.
Cc1ccccc1-n1c(=O)cc(NCc2ccc3c(c2)OCO3)[nH]c1=O was read as Sm TGR inh 11%, AMA1-RON2 inh -5%, HCMV inh -5, Giardia FBPA inh -2%, HCV inh 6% and AmpC inh detg -2%.
Screening O=C(CSc1nccc(=O)[nH]1)NC1CCCCCCC1 returned AMA1-RON2 inh 13%[11.6 µM], HCMV inh 13 and HCV inh 0%.
`COc1ccc(-c2cc(C(=O)Nc3cc(C(F)(F)F)ccc3Cl)no2)cc1` gave Sm TGR inh -3%, HCMV inh 14 and AmpC inh detg 12%.
Screening CCC1(c2ccccc2)NC(=O)N(CC(=O)Nc2cccnc2Cl)C1=O (stereo unspecified) returned Sm TGR inh -2%, AMA1-RON2 inh 9%, HCMV inh -29, HCV inh 9% and AmpC inh detg -3%.
Screening COC(=O)c1ccc(/C=C/c2c(-c3ccsc3)sc3ccccc23)cc1 returned Sm TGR inh -25%, AMA1-RON2 inh 9%, HCMV inh -4, Giardia FBPA inh 4%, HCV inh 10µM* and AmpC inh detg -14%.
For CC1CCCCN1S(=O)(=O)c1ccc(C(=O)Nc2ccccc2-c2nc3ccccc3s2)cc1 (stereo unspecified) the results were Sm TGR inh 1%, AMA1-RON2 inh 8%, HCMV inh 30, Giardia FBPA inh 6%, HCV inh 6% and AmpC inh detg -4%.
For CN(CC(=O)Nc1ccc(F)c(Cl)c1)S(=O)(=O)c1cccc2nsnc12 the results were Sm TGR inh -1%, AMA1-RON2 inh -13%, HCMV inh -32, Giardia FBPA inh -1%, HCV inh inconclusive and AmpC inh detg -1%.
Screening Cc1ccc2nc(N(CCCN(C)C)C(=O)CCc3ccccc3)sc2c1 returned Sm TGR inh -19%, AMA1-RON2 inh -27%, HCMV inh -38, Giardia FBPA inh -11%, HCV inh inconclusive and AmpC inh detg -12%.
O=C(Nc1ccc(-c2cn3c(n2)SCC3)cc1)c1ccco1 was read as Sm TGR inh 2%, AMA1-RON2 inh 0%, HCMV inh -16, Giardia FBPA inh 2%, HCV inh inconclusive and AmpC inh detg 8%.
For CCN(CC)C(=O)Cn1cc(C(=O)C(=O)NCCCN2CCOCC2)c2ccccc21 the results were Sm TGR inh 2%, AMA1-RON2 inh 2%, HCMV inh -2, HCV inh 15% and AmpC inh detg 12%.
Screening O=C(CN1CCOc2ccccc21)NC1CCCCCCC1 returned AMA1-RON2 inh 4%, HCMV inh 55 and HCV inh 14%.
Screening CN(C)c1c2ccccc2nc2c(F)c(F)c(F)c(F)c12 returned Sm TGR inh -16%, AMA1-RON2 inh -5%, Giardia FBPA inh -4%, HCV inh inconclusive and AmpC inh detg inconclusive.
COCCNC(=O)CSc1nc2cc3c(cc2c(=O)n1Cc1ccc(C(=O)NCCc2ccc(OC)c(OC)c2)cc1)OCO3 was read as Sm TGR inh 0%, HCMV inh 68 and AmpC inh detg 2%.
`O=C(Nc1ccccc1)/C(=C/c1ccc(O)cc1)NC(=O)c1ccco1` gave Sm TGR inh -24%, AMA1-RON2 inh 1%, HCMV inh 20, Giardia FBPA inh 1%, HCV inh -4% and AmpC inh detg -4%.
`Cc1ccc(C(=O)CSc2nc3ccccc3o2)cc1` gave Sm TGR inh 5%, AMA1-RON2 inh 120%[activator], HCMV inh -61*, Giardia FBPA inh -1%, HCV inh -26% and AmpC inh detg 0%.
Screening CCOC(=O)c1c(NC(NC(=O)C(C)C)C(Cl)(Cl)Cl)sc2c1CCC2 (stereo unspecified) returned Sm TGR inh -22%, AMA1-RON2 inh 15%, HCMV inh -4, Giardia FBPA inh -2%, HCV inh inconclusive and AmpC inh detg inconclusive.
CCOC(=O)c1c(C)[nH]c(C(=O)COC(=O)CNC(=O)C2CCCCC2)c1C was read as Sm TGR inh -9%, AMA1-RON2 inh -7%, HCMV inh 58, Giardia FBPA inh 1%, HCV inh 1% and AmpC inh detg 6%.

Ordered by length of the SMILES (ascending): some entries from above
O=C(Nc1ccc(-c2cn3c(n2)SCC3)cc1)c1ccco1 was read as Sm TGR inh 2%, AMA1-RON2 inh 0%, HCMV inh -16, Giardia FBPA inh 2%, HCV inh inconclusive and AmpC inh detg 8%.
Screening CCOC(=O)c1c(NC(NC(=O)C(C)C)C(Cl)(Cl)Cl)sc2c1CCC2 (stereo unspecified) returned Sm TGR inh -22%, AMA1-RON2 inh 15%, HCMV inh -4, Giardia FBPA inh -2%, HCV inh inconclusive and AmpC inh detg inconclusive.
For CCN(CC)C(=O)Cn1cc(C(=O)C(=O)NCCCN2CCOCC2)c2ccccc21 the results were Sm TGR inh 2%, AMA1-RON2 inh 2%, HCMV inh -2, HCV inh 15% and AmpC inh detg 12%.

Rows were taken by chance. About 9.3% of those tested had a hit in this group.
